All columns: NCI-60 one-dose screen, growth in % after 48 h at 10 µM unless noted; 100 = growth as untreated, 0 = no growth, -100 = all killed.
NCI-H460 = NCI-H460 lung cancer. 82,000 compounds, 6.8% hits
NCI-H522 = NCI-H522 lung cancer; 78,000 compounds, 8% hits
NCI-H23 = NCI-H23 lung cancer | 80,000 compounds, 4% hits | AID 1794731
COLO 205 = COLO 205 colon cancer. 79,000 compounds, 7.3% hits
NCI/ADR-RES = NCI/ADR-RES ovarian cells; 81,000 compounds, 4.4% hits; AID 1794790
NCI-H322M = NCI-H322M lung cancer; 80,000 compounds, 2.7% hits
HCT-116 = HCT-116 colon cancer; 82,000 compounds, 7.3% hits
HCT-15 = HCT-15 colon cancer | 82,000 compounds, 5.2% hits
NCI-H226 = NCI-H226 lung cancer. 79,000 compounds, 3.5% hits
An asterisk follows results filed as active; nt = no result given; & = joins results of further samples. The calls were made as follows: active = growth percent below 10; inactive = the rest.

SMILES	NCI-H460	NCI-H522	NCI-H23	COLO 205	NCI/ADR-RES	NCI-H322M	HCT-116	HCT-15	NCI-H226
CC(=O)O[C@H]1CO[C@H]2[C@@H]1OC[C@@H]2Oc1ccnc(NCc2ccc(F)cc2)n1	114	93	112	126	108	104	98	97	96
COc1ccc(CC(O)CO)cc1OCc1ccccc1 (stereo unspecified)	110	98	97	105	104	nt	111	98	91
CCOC(=O)C(C(=O)OCC)C(=O)C(C)C	105	100	111	97	112	113	104	92	109
CCOC(=O)CNC(c1ccccc1)(c1ccccc1)c1ccccc1	102	86	96	104	97	110	85	91	91
Cc1c(C(=O)Nc2nc3ccccc3s2)nnn1-c1ccccc1Br	93	79	83	96	81	86	82	72	75
CC(=O)OC[C@]12CC[C@@H](C)[C@H](C)[C@H]1C1=CC[C@@H]3[C@@]4(C)CCCNC(C)(C)[C@@H]4CC[C@@]3(C)[C@]1(C)CC2	60	78	85	72	88	83	58	77	74
N#C/C(=C\c1cccc2ccccc12)c1cc2ccccc2[nH]1	92	72	75	116	93	85	78	90	73
CC(=O)OCC1OC(OC(C)=O)C(NC(=O)NS(=O)(=O)c2ccc(Br)cc2)C(OC(C)=O)C1OC(C)=O (stereo unspecified)	107	98	108	116	112	105	107	103	nt
IP(CCCCCCCCCCSc1n(Cc2ccc3ccccc3c2)c(-c2ccccc2)c(-c2ccccc2)[n+]1Cc1ccc2ccccc2c1)(c1ccccc1)(c1ccccc1)c1ccccc1	-63*	-62*	-66*	-55*	30	-68*	-61*	-68*	-55*
CCCCN1C=C(C)N(CCCC)CC1	104	93	105	125	108	96	96	102	107
CSc1nc(-c2ccccc2)cc(=O)[nH]1	105	88	88	97	105	86	95	109	103
CCc1ccc(Nc2n[nH]c(-c3cccs3)c2C#N)cc1	90	83	90	113	86	92	85	60	84
COc1ccccc1P(c1ccccc1OC)c1ccccc1OC	95	92	250	87	172	88	94	104	105
NS(=O)(=O)c1ccc(-n2ncc3c(NNC(=S)Nc4ccccc4)ncnc32)cc1	116	nt	116	115	103	108	89	99	95
CCCCCCCCc1ccc(C(=O)Nc2cccc(P(=O)(O)O)c2)cc1	107	112	97	113	101	103	94	100	97

As entered above.
`Cc1c(C(=O)Nc2nc3ccccc3s2)nnn1-c1ccccc1Br` in HCT-116 is entered as 82
`CCOC(=O)CNC(c1ccccc1)(c1ccccc1)c1ccccc1` in NCI/ADR-RES is entered as 97

Entries of single compounds, looked up by structure. Order of values: NCI-H460	NCI-H522	NCI-H23	COLO 205	NCI/ADR-RES	NCI-H322M	HCT-116	HCT-15	NCI-H226
Entry for CC(=O)OCC1OC(OC(C)=O)C(NC(=O)NS(=O)(=O)c2ccc(Br)cc2)C(OC(C)=O)C1OC(C)=O (stereo unspecified) → 107	98	108	116	112	105	107	103	nt
Entry for CCOC(=O)C(C(=O)OCC)C(=O)C(C)C → 105	100	111	97	112	113	104	92	109
Entry for CCCCCCCCc1ccc(C(=O)Nc2cccc(P(=O)(O)O)c2)cc1 → 107	112	97	113	101	103	94	100	97
Entry for CC(=O)O[C@H]1CO[C@H]2[C@@H]1OC[C@@H]2Oc1ccnc(NCc2ccc(F)cc2)n1 → 114	93	112	126	108	104	98	97	96
Entry for CC(=O)OC[C@]12CC[C@@H](C)[C@H](C)[C@H]1C1=CC[C@@H]3[C@@]4(C)CCCNC(C)(C)[C@@H]4CC[C@@]3(C)[C@]1(C)CC2 → 60	78	85	72	88	83	58	77	74

New compounds follow
SMILES	NCI-H460	NCI-H522	NCI-H23	COLO 205	NCI/ADR-RES	NCI-H322M	HCT-116	HCT-15	NCI-H226
CCOP(=O)(OCCCl)c1nc(-c2ccc(C)cc2)oc1NCc1ccccc1 (stereo unspecified)	73	69	75	83	64	85	63	58	88
COc1ccc2[nH]cc(-c3nnc(N)nc3-c3c[nH]c4ncc(Br)cc34)c2c1	80	84	92	132	98	81	75	91	73
CCCCCCCCCCCCCCCCCC(=O)OCC(=O)[C@@]1(O)CC[C@H]2[C@@H]3CCC4=CC(=O)CC[C@]4(C)[C@H]3[C@@H](O)C[C@@]21C	100	103	106	111	87	94	104	106	81
CSc1ccc(NC(=O)c2ccc(C(=N)N)cc2)cc1	105	74	102	108	107	106	99	95	100
Fc1ccc(NCc2nnc(-c3ccccc3Cl)o2)cc1Cl	118	89	92	104	111	102	91	105	nt
O=C(O)c1ccc(Br)c([N+](=O)[O-])c1	106	98	108	117	103	105	101	104	101
COc1ccc(C(=O)NNC(=O)CSc2nc3sc4c(c3c(=O)n2-c2ccc(Cl)cc2)CCCC4)cc1	87	59	63	118	57	74	73	76	33
O=c1c2cccnc2nc(-c2ccc(F)cc2)n1-c1ccc(S(=O)(=O)Nc2ncccn2)cc1	104	88	96	96	98	109	96	102	90
CC(C)(C)c1nn(-c2ccccc2)c2nc3c(nc12)c(=O)oc1ccccc13	98	95	106	118	102	122	99	104	126
O=S(=O)(O)c1cc(O)c2c(N=Cc3ccccc3O)c(S(=O)(=O)O)ccc2c1	105	91	101	119	104	94	98	100	101
CC(C)CCNC(=O)Cn1ccc2ccccc2c1=O	104	85	100	106	96	98	94	99	96
CCCCNC(c1ccc(N(CC)CC)cc1)C(Cl)(Cl)Cl (stereo unspecified)	102	106	96	113	102	97	93	99	95
O=C(Nc1ccc2c3c(cccc13)CC2)c1ccccc1	98	136	96	115	103	111	94	109	93
CN(Cc1ccccc1)c1nc(Cl)c(C2CC(c3ccc4c(c3)OCO4)=NN2C=O)s1 (stereo unspecified)	101	85	88	94	88	89	85	91	94
C[C@]12CC[C@H]3[C@@H](CC=C4C[C@@H](O)CC[C@@]43C)[C@@H]1CC(=O)C2	105	nt	105	121	101	94	96	95	95
CCCCN(CCCC)C(=O)CC(C)(O)c1ccccc1 (stereo unspecified)	100	82	95	116	105	89	106	107	97
O=C1Nc2cc(-c3ccc(NC(=O)c4ccc(F)c(Cl)c4)cc3)ccc2/C1=C/c1ccc[nH]1	87	97	93	108	96	100	96	85	89
COc1ccc(-c2c(-c3cc(OC)c(OC)c(OC)c3)nc3sc(C4CC4)nn23)cc1	81	48	85	78	66	88	62	56	89
CS(=O)(=O)Nc1cc(-c2ccc3ncnc(Nc4ccc5c(cnn5Cc5ccc(F)cc5)c4)c3c2)cnc1Cl	62	44	44	60	90	61	57	82	67
O=C(CSc1nc2c(n1Nc1ccccc1)-c1ccccc1SC2)Nc1nc(-c2ccc(Cl)cc2)cs1	77	65	53	nt	66	91	37	77	92
CCCCNC(C(=O)c1ccc(Cl)cc1)c1ccc(Cl)cc1 (stereo unspecified)	96	127	92	109	95	97	93	97	86
CCN1CCN(CCCNc2nccc(-c3c(-c4ccc(F)c(O)c4)nc4sccn34)n2)S1(=O)=O	119	91	101	109	105	118	104	106	104
CCOC(=O)c1c2c(n3ccc(C)cc13)C(=O)c1ccccc1C2=O	59	71	85	108	95	77	77	85	98
C=C(Br)CN(C(C)=O)C1CCCCC1	106	96	105	98	105	107	95	111	100
C/C(=N\NC(=O)Nc1cccc(C)c1)c1nnn(-c2ccc(Cl)cc2)c1C	108	98	102	111	112	107	112	105	102
CC1OC(n2c3ccccc3c3c4c(c5c6ccccc6[nH]c5c32)C(=O)N(CCN[C@@H]2CCC[C@H]2N)C4=O)CC(O)C1O (stereo partly specified)	-62*	-9.9*	13	1.5*	78	25	9.4*	70	17
O=C1C(=O)N(CCCCn2cc(-c3ccccc3)nn2)c2ccc(Cl)cc21	99	86	83	123	81	89	87	97	73
CC1CCOS(=O)O1 (stereo unspecified)	108&104	109&100	105&108	101&120	112&110	108&108	109&109	99&100	100&97
CCSC(=Nc1ccc(C)cc1)NC(=O)c1ccco1	103	90	94	121	98	110	92	99	98
CC1CCCc2c1nn(-c1cc(-c3ccccc3)no1)c2N (stereo unspecified)	102	86	97	120	103	111	100	100	90
N#Cc1c(Nc2ccccc2)nn2c(N)cc(=O)[nH]c12	106	95	nt	105	102	95	104	102	104
CSc1nc2[nH]ncc2c(=O)[nH]1	99	100	95	107	99	108	98	100	91
C[C@H]1[C@H]2[C@H]3CC[C@@H]4[C@@]5(C)C/C(=C/c6cccnc6)C(=O)C(C)(C)[C@@H]5CC[C@@]4(C)[C@]3(C)CC[C@]23CO[C@]1(C)[C@@H](C(=O)/C=C\c1cccnc1)C3	-45*	-34*	-49*	-57*	3.0*	46	-46*	-15*	-14*
O=C1NC(=C(Cl)Cl)/C(=N/S(=O)(=O)NCCc2c[nH]c3ccccc23)N1	67	17	97	110	68	28	35	99	86
CCSc1ccc([C@@H]2[C@@H](O)C(=O)N2c2cc(OC)c(OC)c(OC)c2)cc1	6.0*	6.6*	34	-49*	8.6*	39	2.1*	14	51
NC(N)=Nc1ccc(Oc2cccc(Oc3ccc(Cl)c(C(F)(F)F)c3)c2)cn1	-79*	-68*	-83*	-68*	-6.8*	-6.5*	-91*	-84*	-73*
Cc1nc2ccccc2c(/C=C/c2ccccc2)c1C(=O)/C=C/c1cccs1	69	58	67	90	80	74	35	52	79
O=c1[nH]cnc(O)c1-c1cc2ccccc2[nH]1	100	96	99	117	107	98	107	107	nt
COc1ccc2c(=O)c(C)c(C(=O)N[C@@H](Cc3ccccc3)C(O)C(N)=O)oc2c1 (stereo partly specified)	104	94	90	110	100	98	93	101	97
COc1ccc(S(=O)(=O)NCCNc2nccc(-c3c(-c4ccccc4)nc4sccn34)n2)cc1	24	41	37	1.4*	17	46	9.8*	19	13
CN(C(=O)Nc1cccc([N+](=O)[O-])c1)c1ccccc1	104	104	105	119	106	114	103	107	92
Cc1nc2cc(NC(=O)/C=C/c3ccc(Cl)cc3)ccc2c(=O)[nH]1	108	84	94	nt	98	110	83	103	91
COC(=O)CN1C(=O)c2cc(-c3ccccc3)nc(C)c2C1=O	103	81	98	nt	98	104	102	103	nt
CN1CCN(c2nc3cc(NC(=O)c4ccc(Cl)s4)ccc3s2)CC1	98	73	88	94	88	97	96	84	102
COc1ccc(-c2ccc(SCC(=O)Nc3ccccc3)nn2)cc1	102	86	95	122	88	100	97	93	93
CCCCCCNC(=O)Nc1ccc2cc3ccc(NC(=O)NCCCCCC)cc3nc2c1	-12*	-67*	-39*	18	100	23	-19*	89	79
O=C(Nc1ccc2c(O)c(N=Nc3ccc4c(O)cc(S(=O)(=O)O)cc4c3)c(S(=O)(=O)O)cc2c1)c1ccccc1	nt	80	101	115	104	105	106	104	104
CC(=O)CCC(C(C)=O)C(C)=O	106	86	105	100	105	104	104	113	98
CCCC(=O)OCCc1ccccc1	110	89	98	111	102	105	98	104	108
CC1CC(C)(C)NC(c2ccc(C(C)(C)C)cc2)=N1 (stereo unspecified)	105	87	96	112	102	99	94	105	100
N=C(N)c1ccccc1	106	83	93	110	95	122	101	99	95
COc1ccc(C2=NN(C(N)=S)C(c3cc4ccccc4[nH]c3=O)C2)cc1 (stereo unspecified)	101	75	95	121	109	97	91	100	118
Cc1c(C(=O)O)c(=O)n(-c2ccccc2)n1C	nt	104	92	110	101	122	113	107	103
Nc1cc(-c2ccc(Cl)cc2)nn1-c1nc(-c2ccc(Cl)cc2)cs1	101	87	100	98	101	89	92	96	103
CC(=O)Nc1ccc(C(=O)NC(=S)Nc2ccc(C(=O)O)cc2)cc1	111	102	93	100	93	98	105	98	89
CCCCC(/C=N/N=C(N)N)=N\N=C(N)N	107	99	98	106	101	96	101	99	101
NC(=S)N/N=C/c1ccc(OCc2ccccc2)cc1	87	-24*	84	57	84	80	53	48	61
CC(=O)N(C)c1ccccc1	110	101	99	120	105	95	101	99	94
COC(=O)[C@@H](OC)[C@@H]1Cc2cc3cc(OC4CC(OC5CC(O)C(O)C(C)O5)C(O)C(C)O4)c(C)c(O)c3c(O)c2C(=O)[C@H]1OC1CC(OC2CC(OC3CC(C)(O)C(O)C(C)O3)C(O)C(C)O2)C(O)C(C)O1 (stereo partly specified)	5.0*	-30*	-47*	-37*	43	12	3.5*	7.2*	-42*
COc1ccc(-c2cc(-c3c(C)oc4c(OC)c5occc5c(OC)c4c3=O)nc(N)c2C#N)cc1OC	105	100	96	100	102	92	102	110	94

Given as labelled records: entries from further up
> CC(=O)N(C)c1ccccc1
  NCI-H460: 110
  NCI-H522: 101
  NCI-H23: 99
  COLO 205: 120
  NCI/ADR-RES: 105
  NCI-H322M: 95
  HCT-116: 101
  HCT-15: 99
  NCI-H226: 94
> CCCCCCNC(=O)Nc1ccc2cc3ccc(NC(=O)NCCCCCC)cc3nc2c1
  NCI-H460: -12*
  NCI-H522: -67*
  NCI-H23: -39*
  COLO 205: 18
  NCI/ADR-RES: 100
  NCI-H322M: 23
  HCT-116: -19*
  HCT-15: 89
  NCI-H226: 79
> NC(=S)N/N=C/c1ccc(OCc2ccccc2)cc1
  NCI-H460: 87
  NCI-H522: -24*
  NCI-H23: 84
  COLO 205: 57
  NCI/ADR-RES: 84
  NCI-H322M: 80
  HCT-116: 53
  HCT-15: 48
  NCI-H226: 61
> CC(=O)CCC(C(C)=O)C(C)=O
  NCI-H460: 106
  NCI-H522: 86
  NCI-H23: 105
  COLO 205: 100
  NCI/ADR-RES: 105
  NCI-H322M: 104
  HCT-116: 104
  HCT-15: 113
  NCI-H226: 98

Next entries follow.
SMILES	NCI-H460	NCI-H522	NCI-H23	COLO 205	NCI/ADR-RES	NCI-H322M	HCT-116	HCT-15	NCI-H226
Nc1ccccc1NC(=O)CCCCC(=O)Nc1ccc2c(c1)/C(=C/c1ccc[nH]1)C(=O)N2	74	37	90	87	107	63	83	92	52
COc1ccc(-c2nn(-c3cccc(Cl)c3)cc2-c2cc(-c3ccccc3)[nH]c(=O)c2C#N)cc1	32	44	27	61	38	nt	16	64	24
COC(=O)c1[nH]nc2c1C1(C(=O)Nc3ccc([N+](=O)[O-])cc31)C(C#N)=C(N)O2 (stereo unspecified)	105	99	103	112	104	98	107	102	99
COC1OC(=O)c2ccccc21 (stereo unspecified)	108	97	108	104	104	101	104	103	88
CC12CCC(C(=Nc3ccc(N=C4C(=O)C5(C)CCC4C5(C)C)cc3)C1=O)C2(C)C	110	99	99	116	99	105	103	99	101
O=C(/C=C/c1ccccc1)c1c[nH]c2ccccc12	95	104	98	113	90	93	100	90	100
NS(=O)(=O)c1ccc2ccccc2c1	117	nt	104	100	112	98	99	106	103
